Assay outcomes deposited in PubChem BioAssay by National Center for Advancing Translational Sciences (NCATS).
Pf growth 96h: P. falciparum growth inhibition at 96 hour, primary screen for plastid delayed-death inhibitors. P. falciparum luciferase reporter growth, 96 h. Potency, µM (highest dose often 28.7 µM), without a hit: at the top dose activity change, negative = inhibition, actives largely listed as inhibitors. 320,000 compounds, 6.9% hits; also: potency is read from the fitted curve at half-maximal effect; % is scaled to controls: 0 for no effect and ±100 for the full control effect
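Readout is luminescence from an integrated firefly luciferase in P. falciparum. Red cells, 2% hematocrit and 0.05% parasitemia final, were cultured with compound through two parasite generations (96 hours) at 37 C, 5% CO2.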
Cycloheximide cs: counter-screen hit for Shiga toxin inhibitors, cycloheximide. cell reporter, cycloheximide protein synthesis inhibition counterscreen. max response, %. 300,000 compounds, 12% hits. AID 2314; in the data active = max response mostly above about 13%, no sharp cut-off; inactive = mostly below about 14%; also: read at 38.3 µM for the half of the compounds with a filed dose; 0% is about no effect
HCV inh: inhibitors of hepatitis C virus infection; Huh7.5.1 HCVcc-Cre infection, luciferase reporter, 44 h; Potency, µM (top dose mostly 41.8 µM), inactives show at the top dose activity change, negative = inhibition, hits mostly inhibitors; 340,000 compounds, 3.4% hits; also: potency is read from the fitted curve at half-maximal effect; % is scaled to controls: 0 for no effect and ±100 for the full control effect
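Seed cells (1,000/well) for 4 h; treat with compound and infect with HCVcc-Cre, moi about 0.5. Incubate 44 h, then detect luciferase activity.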
Shiga inhibitor: blocks Shiga toxin action in Vero cells. Vero cells, Shiga toxin protein synthesis inhibition reporter. 290,000 compounds, 9.2% hits. inhibition, % at 38.7 µM; in the data active = inhibition mostly above about 28%, no sharp cut-off; inactive = mostly below about 43%; also: 0% is about no effect
Giardia FBPA inh: inhibitors of Giardia lamblia fructose-1,6-bisphosphate aldolase | purified Giardia FBPA | Potency, µM (titrated, usually from 59.6 µM), for inactives: top-dose activity, negative = inhibition, hits mostly inhibitors | A8B2U2 | 290,000 compounds, 0.71% hits; also: potency is read from the fitted curve at half-maximal effect; % is scaled to controls: 0 for no effect and ±100 for the full control effect; nearly all actives have a fitted effect of over 55% in size
Target sequence (A8B2U2 whole entry, looked up): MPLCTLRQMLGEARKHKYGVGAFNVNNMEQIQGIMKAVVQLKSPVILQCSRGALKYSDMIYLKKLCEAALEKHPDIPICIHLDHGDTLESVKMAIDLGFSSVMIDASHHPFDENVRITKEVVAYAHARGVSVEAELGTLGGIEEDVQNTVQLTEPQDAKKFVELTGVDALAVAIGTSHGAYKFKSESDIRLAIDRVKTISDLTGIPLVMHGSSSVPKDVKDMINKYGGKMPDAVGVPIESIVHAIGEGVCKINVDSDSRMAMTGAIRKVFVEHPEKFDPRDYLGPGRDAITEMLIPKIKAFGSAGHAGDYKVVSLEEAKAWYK
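Giardia FBPA (40 nM reagent) was preincubated 10 min at RT with compound (up to 57.5 uM final), then substrate plus GAPDH/TPI/NAD/arsenate coupling system with diaphorase/resazurin was added; resorufin fluorescence (525/598 nm) was read after 20 min.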
Pf growth 48h: P. falciparum growth inhibition at 48 hours (one generation); AID 504832; P. falciparum luciferase growth in erythrocytes, 48 h; Potency, µM (highest dose often 28.7 µM), for the others: top-dose activity change, negative = inhibition, actives largely listed as inhibitors; 310,000 compounds, 5.9% hits; also: potency is read from the fitted curve at half-maximal effect; % is scaled to controls: 0 for no effect and ±100 for the full control effect
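Parasite viability was followed by luminescence of a genomically integrated firefly luciferase. Cultures held 0.1% parasitemia at 2% hematocrit (final), incubated under 5% CO2 at 37 C.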
Numbers without * were called inactive; u = inconclusive; x = no result given; [ ] = another dose, or the depositor's remark. Unless noted, calls follow the shape of the dose curve; as a rule, active = well fitted curve in the direction sought with a large enough effect; inconclusive = small, poorly fitted or top-dose-only effect, or another doubt; inactive = no such curve, though single readings can be large; an effect the other way counts as inactive or inconclusive. Rows were taken by chance. Share with any hit: about 24%.

SMILES	Pf growth 96h	Cycloheximide cs	HCV inh	Shiga inhibitor	Giardia FBPA inh	Pf growth 48h
O=C(Nc1ccncc1)c1cc(S(=O)(=O)N2CCCCC2)ccc1Cl	-14%	x	-19%	x	x	u
CCC(C)NC(=O)CCc1nnc2ccc(N3CCC(C)CC3)nn12 (stereo unspecified)	29%	3	-8%	-9	1%	11%
O=C(C1Cc2ccccc2CN1S(=O)(=O)c1ccc(F)cc1)N1CCCCCC1 (stereo unspecified)	65%[activator]	-6	-1%	-10	-3%	u
CCCS(=O)(=O)c1c(S(=O)(=O)CCC)c2ccc(C(N)=O)cn2c1C(=O)c1ccc(F)cc1	128%[activator]	1	-15%	-4	0%	-6%
O=C(NCCCn1ccnc1)c1cc(-c2cccc(O)c2)on1	49%[activator]	31*	4%	74*	-2%	42%[activator]
O=C(CNC(=O)c1ccc(Br)cc1)Nc1ccc(Br)cc1C(=O)c1ccccc1	-8%	-3	-11%	-8	1%	-3%
CC(=O)NC(CC(=O)Nc1ccc(S(=O)(=O)N2CCCC2)cc1)c1ccccc1 (stereo unspecified)	u	-3	-4%	-12	-2%	u
O=C(N/N=C/c1ccc([N+](=O)[O-])o1)c1cn2ccc3ccccc3c2n1	u	-2	-16%	-2	-1%	1.3µM*
CCCCOC(=O)NS(=O)(=O)c1sc(CC(C)C)cc1-c1ccc(Cn2c(CC)nc3c(C)cc(C)nc32)cc1	u	x	13µM*	x	-2%	15µM*
CNC(=O)/C(=C\c1ccc([N+](=O)[O-])cc1)NC(C)=O	u	15	6%	-1	1%	31%[activator]

Some of the entries above in a different format.
mol | Pf growth 96h | Cycloheximide cs | HCV inh | Shiga inhibitor | Giardia FBPA inh | Pf growth 48h
O=C(CNC(=O)c1ccc(Br)cc1)Nc1ccc(Br)cc1C(=O)c1ccccc1 | -8% | -3 | -11% | -8 | 1% | -3%
CC(=O)NC(CC(=O)Nc1ccc(S(=O)(=O)N2CCCC2)cc1)c1ccccc1 (stereo unspecified) | u | -3 | -4% | -12 | -2% | u
O=C(N/N=C/c1ccc([N+](=O)[O-])o1)c1cn2ccc3ccccc3c2n1 | u | -2 | -16% | -2 | -1% | 1.3µM*
CCCCOC(=O)NS(=O)(=O)c1sc(CC(C)C)cc1-c1ccc(Cn2c(CC)nc3c(C)cc(C)nc32)cc1 | u | x | 13µM* | x | -2% | 15µM*

Additional compounds follow.
SMILES	Pf growth 96h	Cycloheximide cs	HCV inh	Shiga inhibitor	Giardia FBPA inh	Pf growth 48h
CC1(C)CC(=O)C(C(=O)Cc2ccccc2[N+](=O)[O-])C(=O)C1	17%	-2	11%	-11	0%	-7%
CN(Cc1ccccc1)c1ncnc2ccc(Br)cc12	59%[activator]	-2	u	-21	7%	u
O=C1CC2(CCCC2)C(=O)N1c1ccc(S(=O)(=O)NCC2CC2)cc1Cl	-11%	-1	9%	-8	0%	-2%
Cc1ccc(CN2CCCN(Cc3ccccc3C)S2(=O)=O)cc1	44%[activator]	2	3%	-4	-1%	38%[activator]
Nc1nc(CSc2nc3ccccc3s2)nc(N2CCCCC2)n1	33%[activator]	2	u	7	-9%	u
CCn1c(C)nc2cc(C(=O)OC(C(F)(F)C(F)F)C(F)(F)C(F)F)ccc21	167%[activator]	45*	u	70*	-20%	9%
CCn1c(=O)c(C(=O)NNC(=O)c2cccc(Cl)c2)c(O)c2ccccc21	28%	-2	-28%	5	2%	22%
C#CCOCCOCCOCCNc1nc(N2CCN(C(=O)[C@H](CCC(=O)O)n3cc(C(N)[C@H](C)CC)nn3)CC2)nc(N2CCN(C(=O)[C@H](CCC(=O)O)n3cc(C(N)[C@H](C)CC)nn3)CC2)n1 (stereo partly specified)	4%	2	u	-14	0%	u
Cc1nnc(NC(=O)c2ccc3c(c2)C(=O)N(CC2CCCO2)C3=O)s1 (stereo unspecified)	-10%	-1	19%	-26	6%	7%
Cc1ccc(C(C)CCN2CCC(n3nccc3NC(=O)c3ccccc3)CC2)o1 (stereo unspecified)	8%	-3	u	20	-1%	-20%
Cc1ccc(C(=O)/C=C/Nc2ccc(S(=O)(=O)Nc3cc(C)nc(C)n3)cc2)cc1	1%	29*	-7%	29	-9%	u
CC(NC(=O)CCC1COc2ccccc2O1)c1ccccc1 (stereo unspecified)	41%[activator]	15	x	2	1%	x
NC(=O)OCCSc1nnc(-c2cccc(C(N)=S)c2)o1	u	1	2%	13	1%	9%
Cc1ccc(-c2nc3nc4ccccc4nc3n2Cc2ccco2)cc1	-77%	52*	-6%	63*	1%	147%[activator]
CCc1ccccc1NC(=O)CC1SCCNC1=O (stereo unspecified)	110%[activator]	3	18%	-13	-2%	18%
COC(=O)CCSCC(=O)N1N=C(c2ccc(OC)cc2)CC1c1cccc(OC)c1OC (stereo unspecified)	1%	-4	21%	-17	-6%	-25%
Cc1ccccc1NC(=O)c1ccc(COc2ccc3c(C)cc(=O)oc3c2)cc1	20%	-1	-11%	-3	1%	3%
O=C(CN1CCN(S(=O)(=O)c2ccc(Br)cc2)CC1)Nc1ccc2c(c1)OCO2	85%[activator]	1	4%	57	-2%	2%
Cn1ncc2c(NCc3ccccc3)nc(NCCCO)nc21	2%	2	6%	-11	-12%	3%
Cc1cccc(-c2nnc3sc(-c4ccccc4)nn23)c1	2.3µM*	4	u	5	3%	14%
Cc1c(C(=O)N2CCC[C@H]2C(N)=O)oc2c(F)cccc12	159%[activator]	29*	4%	20	6%	13%
CNC(=O)c1ccc(NC(=O)CCNC(=O)Nc2ccccc2)cc1	5%	x	-2%	x	x	2%
CCn1nc(C)c(/C=N/NC(=O)Cn2cncn2)c1C	-2%	17	-9%	15	-1%	25%
CC(C)NCC(=O)NC12CC3CC(CC(C3)C1)C2	u	-1	28%	-5	-15%	x
COc1ccc(-c2n[nH]c(=S)n2/N=C/c2cccn2C)cc1	u	-3	4%	-8	13%	-8%
CN(CC1COc2ccccc2O1)C(=O)c1ccc(N(C)C)cc1 (stereo unspecified)	0%	15	-18%	50	4%	0%
Cc1ccccc1OCCCN1CCCC1	x	-1	-11%	-13	u	24%
Cc1cc(OCC(=O)C(C)(C)C)c2c(-c3ccccc3)cc(=O)oc2c1	-21%	-3	u	-6	9%	11%[0.00184 µM]
CC(C)CCNC(=O)COc1cccc2c1OC(C)(C)C2	-3%	6	-7%	-15	3%	0%
CC(C)Sc1nnc(Cn2c(=O)sc3ccccc32)n1-c1ccccc1	26%	-2	5%	-6	-2%	-11%
O=S(=O)(c1ccccc1)c1cnc2ccccc2c1	33%[activator]	x	-9%	x	x	u
O=C(O)CCN1C(=O)c2ccc(NC(=O)COc3ccccc3)cc2C1=O	9%	1	22%	1	x	43%[activator]
Cc1nc(C)c(C(=O)NNC(=O)c2ccc(Br)cc2)s1	-11%	6	13%	-5	12%	21%
CCc1ccccc1N(CC(=O)NCCSCc1ccco1)S(C)(=O)=O	x	26	-1%	-3	6%	-4%
Cc1ccc(C)c(N2CCN(C(=O)c3ccc4nc(-c5ccco5)c(-c5ccco5)nc4c3)CC2)c1	-17%	0	u	4	x	u
Oc1ccc(C=NC2CCCCC2)cc1	-4%	-4	17%	-18	-16%	-9%
O=C(NCC1CCCO1)c1cc(-c2ccccc2)nc2ccccc12 (stereo unspecified)	u	10	-9%	15	8%	-16%
COc1ccc(S(=O)(=O)N2CCCCCC2)cc1C(=O)NCc1ccccc1Cl	8.3µM*	x	9%	x	x	5.9µM*
CCN1CCN(c2ncc(C(=O)Nc3ccccc3C(=O)OC)c3ccccc23)CC1	u	-2	7.9µM*	-4	x	u
Cn1c(SCC(=O)C(C)(C)C)nnc1-c1cccnc1	u	-2	23%	3	3%	16%
O=C(O)/C=C\C(=O)Nc1ccc(N2CCN(c3ccc(F)cc3)CC2)cc1	u	1	-24%	19	-5%	u
CC(=O)c1c(N)c(C#N)c(C)n1-c1ccc(Br)cc1	-25%	-3	-8%	-14	-13%	u
O=C(CSc1ccc(-c2cccs2)nn1)Nc1ccccc1F	2.3µM*	16	-15%	32	-3%	26%
CC1CCCCN1C(=O)Cc1ccc(F)cc1 (stereo unspecified)	20%	4	-6%	6	5%	17%
COc1ccccc1CN(C)C(=O)c1cccc(S(=O)(=O)N2CCCc3ccccc32)c1	9.3µM*	x	10µM*	x	x	7.4µM*
O=c1cc(CSc2ccc(Cl)cc2)nc(N2CCCCC2)[nH]1	18%	-1	11%	9	1%	14%
Cc1c(-c2ccccc2)nc2ccccc2c1C(=O)Nc1ccncc1	0.33µM*	-4	u	-14	6%	1.7µM*
CN1CCc2c(sc(/N=C/c3ccco3)c2C(N)=O)C1	-8%	-8	6%	-7	u	10%
COc1ccc(OC)c(NC(=O)CSc2nnc(C3CCCCC3)n2-c2ccccc2)c1	7%	-3	-17%	-4	5%	u
Cc1cc(C)nc(N(C#N)S(=O)(=O)c2ccccc2Cl)n1	-1%	-2	-14%	2	6%	u
(cont.)
SMILES	Pf growth 96h	Cycloheximide cs	HCV inh	Shiga inhibitor	Giardia FBPA inh	Pf growth 48h
Cc1onc(-c2ccccc2)c1C(=O)NNC(=S)NC(=O)/C=C/c1ccccc1	-24%	7	u	43	u	15%
COc1ccc(S(=O)(=O)N(CC(=O)NCc2cccnc2)C2CCCCC2)cc1OC	-21%	-2	0%	-18	5%	-22%
Cc1cccc(-c2ocnc2C(=O)Nc2ccccc2C(=O)N2CCCC2)c1	-29%	-2	u	-6	7%	2%
Cc1c(CCC(=O)O)c(=O)oc2cc(OCc3cccc(Cl)c3)ccc12	33%[activator]	-1	19%	-3	22%	26%
Cc1cc(Oc2ccc(=O)n(C)n2)nc(=S)[nH]1	0%	-5	x	2	u	6%
Cc1ccc(C(C(=O)NC2CCCC2)N(C(=O)c2csnn2)c2ccccc2)o1 (stereo unspecified)	u	-6	-10%	-10	x	10%
N#C/C(=C\C1=C(N2CCOCC2)C(=C/c2cccc([N+](=O)[O-])c2)/CC1)C(=O)Nc1ccccc1F	9.3µM*	-5	-10%	-7	-3%	u
CCC(C(=O)OCC(=O)Nc1cccc(OC)c1)c1ccccc1 (stereo unspecified)	23%	2	3%	-5	-1%	4%
COc1ccc(C(CNC(=O)c2ccc(S(=O)(=O)N(C)C)cc2)N(C)C)cc1 (stereo unspecified)	20%	-1	-5%	14	0%	-1%
CCCCOP(=O)(OCCCC)/C(C#N)=C(/C)O	17%	-6	-4%	-8	20%	x
O=C(Oc1c(-c2ccccc2)c(=O)n2c3c(cccc13)CC2)c1ccc(F)cc1	55%[activator]	1	11%	-6	6%	-2%
CC(C(=O)Nc1ccc(F)c(F)c1F)N(C)CCOc1ccccc1 (stereo unspecified)	u	9	-3%	-9	x	10%
O=C(C1CCC1)N1CCN(c2cccc(C(F)(F)F)c2)CC1	u	-1	-4%	12	0%	44%[activator]
COc1ccc(-c2cn(-c3ccc(Cl)cc3)c3[n+]2CCCCC3)cc1	u	0	-3%	13	0%	u
COC(=O)Nc1sc(C(=O)N(C)C)c(C)c1C(=O)OC	38%[activator]	-3	-18%	2	x	15%
Cc1ccc(NC(=O)COC(=O)c2cccnc2)cc1	-11%	20	5%	-1	-6%	-10%
COc1ccc(NC(=O)CN(C)C(=O)CNC(=O)Cc2cccc3ccccc23)cc1	-1%	1	0%	-3	x	0%
CC(NC(=O)c1cc(COc2ccccc2)on1)c1nccs1 (stereo unspecified)	u	28*	0%	75*	-5%	60%[activator]
